Source: PubChem
RXFP1 agonist = qHTS Assay for Agonists of the Relaxin Receptor RXFP1 | HEK293T-RXFP1 cAMP TR-FRET, 30 min; response scale: percent of porcine relaxin response, buffer zero | Potency, µM (titrated, usually from 57.5 µM), without a hit: top-dose activation, actives largely listed as activators | actives 0.3% (n = 370,000); note: potency is the fitted concentration of half-maximal effect; % is set by controls: 0 for no effect and ±100 for the full control effect; nearly all actives have a fitted effect of over 60% in size; many of its hits are not listed in these tables
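HEK293 cells stably expressing RXFP1, treated 30 min at 37C with compounds plus PDE4 inhibitor Ro 20174; cAMP measured by HTRF TR-FRET. Normalized to buffer and 29 nM porcine relaxin; EC50 by Hill fit.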
Apoferritin bind = qHTS Assay for Identification of Novel General Anesthetics; Potency, µM (top dose mostly 77.5 µM), for the others: top-dose activity change, negative = displacement, hits mostly inhibitors; apoferritin/1-aminoanthracene competitive binding, fluorescence; actives 0.074% (n = 350,000); AID 485281, 2010; Ferritin light chain (Equus caballus), P02791; note: potency is the fitted concentration of half-maximal effect; % is set by controls: 0 for no effect and ±100 for the full control effect; nearly all actives have a fitted effect of over 20% in size
Target sequence (P02791 2-175 limits assumed): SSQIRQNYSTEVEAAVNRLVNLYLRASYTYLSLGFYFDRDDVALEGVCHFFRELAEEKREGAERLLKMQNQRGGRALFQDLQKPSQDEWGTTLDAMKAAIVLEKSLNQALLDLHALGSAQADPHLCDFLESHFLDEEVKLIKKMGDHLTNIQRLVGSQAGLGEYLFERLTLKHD
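Apoferritin-based anesthetic binding model; compound displacement of fluorescent 1-AMA measured as endpoint fluorescence after 10 minutes at room temperature, scaled to free-ligand and complex controls.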
D1 agonist = Allosteric Agonists of the Human D1 Dopamine Receptor: qHTS; AID 504660, 2011; activation, % at 2 µM; actives 1% (n = 360,000); D(1A) dopamine receptor (Homo sapiens), P21728; HEK293 T-REx D1 cells, calcium flux, agonist mode; in the data active = activation above about 30%; note: 0% is about no effect
Target sequence (P21728 whole entry, looked up): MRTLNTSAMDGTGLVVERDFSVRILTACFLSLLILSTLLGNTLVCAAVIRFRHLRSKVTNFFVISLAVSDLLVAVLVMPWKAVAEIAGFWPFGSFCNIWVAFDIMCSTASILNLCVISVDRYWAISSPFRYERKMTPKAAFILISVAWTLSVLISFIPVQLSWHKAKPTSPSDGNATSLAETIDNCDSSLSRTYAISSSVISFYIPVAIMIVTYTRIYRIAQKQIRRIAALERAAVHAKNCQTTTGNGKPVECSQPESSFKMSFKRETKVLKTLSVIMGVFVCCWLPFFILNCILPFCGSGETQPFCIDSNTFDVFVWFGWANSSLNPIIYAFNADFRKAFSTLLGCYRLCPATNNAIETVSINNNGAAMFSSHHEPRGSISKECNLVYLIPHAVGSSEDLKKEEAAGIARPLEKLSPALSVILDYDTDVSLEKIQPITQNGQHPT
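Agonism was scored from calcium flux recorded over 180 s (1 read/s) after pintool compound addition, following a 10-cycle baseline. Cells were inducible force-coupled HEK293 TREx D1, plated overnight at 30 C and loaded with no-wash calcium dye.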
RXFP1 antag = qHTS Assay for Antagonists of the Relaxin Receptor RXFP1. Relaxin receptor 1 (Homo sapiens), Q9HBX9. actives 0.59% (n = 350,000). activity change, negative = inhibition, % at 57.5 µM. HEK293-RXFP1, relaxin-stimulated cAMP HTRF, 30 min; hits give low values;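 active = activity change of -60% or lower, but not beyond a set lower limit; inconclusive = change between -60% and -40%, or beyond the set limit; inactive = change above -40%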; note: % is set by controls: 0 for no effect and ±100 for the full control effect
TRHR enhancer = qHTS for Small Molecule Agonists and Allosteric Enhancers of Human TRH Receptor: Primary Screen for Enhancers; Thyrotropin-releasing hormone receptor (Homo sapiens), P34981; AID 493056, 2011; enhancement, % at 2 µM; TRHR cells, fluo-8 calcium fluorescence, EC20 TRH enhancement; actives 0.66% (n = 360,000); in the data active = enhancement above about 30%; note: 0% is about no effect
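Enhancer read-out: after compound pinning and an initial kinetic agonist-mode read, an EC20 of TRH (10 nM final) was injected and fluo-8 calcium signal (Ex 480/Em 530) followed at 1 s/cycle for 100 cycles in TRHR-expressing cells.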
D2 PAM = HTS Assay for Positive Allosteric Modulators of the Human D2 Dopamine Receptor: Primary Screen for Potentiators | D(2) dopamine receptor (Homo sapiens), P14416 | HEK293 T-REx D2, calcium flux, EC20 dopamine potentiation | potentiation, % at 10 µM | actives 0.34% (n = 340,000) | AID 485347, 2010;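 active = potentiation over 3 SD above the plate norm, cut at about 30% in these data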; note: 0% is about no effect
Target sequence (P14416 whole entry, looked up): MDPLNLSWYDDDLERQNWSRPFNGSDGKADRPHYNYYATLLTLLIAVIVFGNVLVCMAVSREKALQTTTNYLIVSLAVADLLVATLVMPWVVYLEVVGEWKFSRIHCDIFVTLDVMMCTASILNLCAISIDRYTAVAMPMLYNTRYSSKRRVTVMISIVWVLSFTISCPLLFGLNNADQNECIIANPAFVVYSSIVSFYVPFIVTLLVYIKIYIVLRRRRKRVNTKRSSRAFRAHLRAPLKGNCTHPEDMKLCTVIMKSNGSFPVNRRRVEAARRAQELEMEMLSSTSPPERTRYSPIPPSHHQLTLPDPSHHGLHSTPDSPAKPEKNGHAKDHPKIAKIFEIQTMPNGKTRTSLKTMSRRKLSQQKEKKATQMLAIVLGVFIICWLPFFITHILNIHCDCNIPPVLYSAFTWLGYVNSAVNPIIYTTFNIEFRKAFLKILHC
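Potentiation of an EC20 dopamine calcium response is measured in a force-coupled, tetracycline-inducible Hek293 Trex D2 line. Compound-only kinetic reads over 180 s flag agonists before dopamine addition.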
D1 potentiator = Potentiators of Human D1 Dopamine Receptor: qHTS; potentiation, % at 10 µM; actives 0.036% (n = 360,000); AID 504651, 2011; HEK293 TREx D1 cells, calcium flux, dopamine EC20 potentiation; D(1A) dopamine receptor (Homo sapiens), P21728; in the data active = potentiation above about 30%; note: 0% is about no effect
TRHR agonist = qHTS for Small Molecule Agonists and Allosteric Enhancers of Human TRH Receptor: Primary Screen for Agonists | Thyrotropin-releasing hormone receptor (Homo sapiens), P34981 | TRHR cells, calcium flux fluo-8, FDSS agonist mode | activation, % at 2 µM | actives 0.18% (n = 360,000) | AID 493084, 2011; in the data active = activation above about 30%; note: 0% is about no effect
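TRHR-expressing cells, plated overnight in medium with 10% serum, were loaded with fluo-8 calcium dye at room temperature. After a 10 s baseline, library compound was pin-added and calcium release was recorded kinetically (ex 480/em 530) as agonist response.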
D1 antag = Antagonist of Human D 1 Dopamine Receptor: qHTS; HEK293 TREx D1 cells, calcium flux, dopamine EC80; hits give low values; activity change, negative = inhibition, % at 10 µM; actives 3.2% (n = 360,000); in the data active = activity change below about -30%; note: % is set by controls: 0 for no effect and ±100 for the full control effect
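HEK293 T-REx cells expressing inducible, force-coupled D1 receptor; no-wash Ca dye, 30–90 min RT. Cmpd → 180 s read at 1 Hz → EC80 DA → 180 s read.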
* marks the source's active call; other numbers are inactive results; ? = inconclusive; nt = no result given; [ ] = dose if it differs, or a comment. Unless noted, calls come from the whole dose curve; as a rule, active = well fitted curve in the direction sought with a large enough effect; inconclusive = small, poorly fitted or top-dose-only effect, or another doubt; inactive = no such curve, though single readings can be large; an effect the other way counts as inactive or inconclusive.

1: COc1ccc(O)c(/C=N/NS(=O)(=O)c2ccc(C)cc2)c1
2: CCCCNC(=O)C1C2C=CC3(CN(Cc4ccccc4Cl)C(=O)C13)O2 (stereo not given)
3: C=CCN1C(=O)c2ccc(C(=O)N3CCN(S(=O)(=O)c4ccccc4Br)CC3)cc2C1=O
4: C#CCOc1coc(COC(=O)c2ccccc2)cc1=O
5: CCN1C(=O)/C(=C2/C=Cc3ccccc3N2C)OC1=S
6: CC1CN(c2ccc([N+](=O)[O-])cc2Cl)CCN1S(C)(=O)=O (stereo not given)
7: CCN1CCN(C(c2ccc(OC)cc2)C(O)C(=O)c2c[nH]c3ccccc23)CC1 (stereo not given)
8: COCCNC(=O)/C(C#N)=C\c1ccc(CNC(=O)C(=O)Nc2ccc(C)c(C)c2)o1

entry no.	1	2	3	4	5	6	7	8
RXFP1 agonist	0.4%	-2.1%	0.4%	1.3%	0.4%	0.0%	1.0%	-1.5%
Apoferritin bind	-7%	-10%	nt	-17%	23%	1%	-15%	-8%
D1 agonist	2	0	0	4	2	13	2	1
RXFP1 antag	14	15	0	-4	-2	16	0	-10
TRHR enhancer	2	7	-10	-3	-1	3	-2	19
D2 PAM	1	0	nt	-1	5	6	-8	2
D1 potentiator	-2	-1	-7	-1	-4	-1	-7	-2
TRHR agonist	0.5	0.0	-0.4	-0.7	0.7	0.0	0.4	-0.4
D1 antag	-11	-13	6	2	0	-19	2	-19

Screen by screen, as entered above.
Nos. 1–8 in D1 agonist, in turn: 2, 0, 0, 4, 2, 13, 2, 1
Nos. 1–8 in TRHR agonist, in turn: 0.5, 0.0, -0.4, -0.7, 0.7, 0.0, 0.4, -0.4

Following part.
9: O=C(NCc1cn2ccccc2n1)c1ccco1
10: CCCc1c(C(=O)NNc2cccc(Cl)c2)cnn1-c1ccccc1
11: C=CCNC(=S)NC(=O)c1oc2ccccc2c1C
12: CC(C)[C@H]1CN=C2N(CCNC(=O)CCC3CCCCC3)[C@H](Cc3ccc(O)cc3)CN21
13: CCc1ccccc1NC(=S)N1CCC(NC(=O)c2ccc(OC)cc2)CC1
14: c1ccc2c(c1)SCc1nnc(-c3ccncc3)n1-2
15: COc1cc(NS(=O)(=O)c2ccc(C)cc2)ccc1-n1cnnn1
16: CSc1ccc(OC2CCCCC2NS(=O)(=O)c2ccccc2)cc1 (stereo not given)

entry no.	9	10	11	12	13	14	15	16
RXFP1 agonist	0.9%	2.6%	6.8%	-0.7%	-1.7%	-2.3%	1.3%	0.0%
Apoferritin bind	9%	-5%	-11%	-7%	-10%	2%	-13%	-8%
D1 agonist	9	9	8	6	-1	2	4	2
RXFP1 antag	5	-10	-6	nt	6	-1	2	-8
TRHR enhancer	2	-2	3	-2	-2	19	10	2
D2 PAM	6	6	4	11	4	4	-6	5
D1 potentiator	14	1	-1	1	-2	-2	-3	-10
TRHR agonist	0.0	-0.3	0.0	-0.5	-0.3	-0.4	-0.1	0.1
D1 antag	-1	-7	15	-9	-1	14	-1	-1

17: COc1cccc2c(=O)c(SC(F)(F)C(F)C(F)(F)F)c(C)[nH]c12 (stereo not given)
18: COc1ccc(S(=O)(=O)NCCC(=O)NCc2cccs2)cc1
19: Clc1ccc2nnnc(-c3ccccc3)c2c1
20: COc1cccc(NC(=O)C(=O)NCC(c2cccnc2)N2CCN(c3ccccc3)CC2)c1 (stereo not given)
21: COc1ccc(OC)c(NC(=O)N2CCCC(CNS(=O)(=O)c3cccs3)C2)c1 (stereo not given)
22: COc1ccccc1N1C(=O)c2ccc(C(=O)Nc3ccc(F)cc3)cc2C1=O
23: O=C(O)CSc1ncnc2sc3c(c12)CCCC3
24: CC(C)Oc1ccc(C(CCNCc2ccc(O)cc2)c2ccccc2)cc1 (stereo not given)

entry no.	17	18	19	20	21	22	23	24
RXFP1 agonist	1.4%	-1.1%	1.6%	0.8%	0.1%	-3.2%	0.3%	0.8%
Apoferritin bind	-16%	-8%	8%	50%[activator]	-6%	-4%	-2%	-14%
D1 agonist	1	0	-1	-1	6	11	0	39*
RXFP1 antag	9	-18	-10	-5	-6	0	12	-29
TRHR enhancer	-3	-2	2	8	1	-3	5	3
D2 PAM	-12	14	9	11	-1	5	0	-9
D1 potentiator	1	-4	-6	6	-5	-8	6	-6
TRHR agonist	0.7	0.1	-0.5	-0.1	-1.2	0.3	-2.2	1.9
D1 antag	4	-2	-4	-4	-1	-25	2	7

An excerpt of these results, with values under each structure:
Values in the order – RXFP1 agonist | Apoferritin bind | D1 agonist | RXFP1 antag | TRHR enhancer | D2 PAM | D1 potentiator | TRHR agonist | D1 antag
[17] COc1cccc2c(=O)c(SC(F)(F)C(F)C(F)(F)F)c(C)[nH]c12 (stereo not given)
→ 1.4% | -16% | 1 | 9 | -3 | -12 | 1 | 0.7 | 4
[18] COc1ccc(S(=O)(=O)NCCC(=O)NCc2cccs2)cc1
→ -1.1% | -8% | 0 | -18 | -2 | 14 | -4 | 0.1 | -2
[23] O=C(O)CSc1ncnc2sc3c(c12)CCCC3
→ 0.3% | -2% | 0 | 12 | 5 | 0 | 6 | -2.2 | 2
[19] Clc1ccc2nnnc(-c3ccccc3)c2c1
→ 1.6% | 8% | -1 | -10 | 2 | 9 | -6 | -0.5 | -4

Next entries follow.
25: O=Cc1cccc(OCc2cccc3ccccc23)c1
26: Cc1nnsc1C(=O)N/N=C/c1ccc(OC(F)(F)F)cc1
27: COc1ccc(CCNC(=O)C(=O)c2c[nH]c3ccccc23)cc1OC
28: COc1ccc(NC(=O)c2ccco2)cc1NC(=O)c1cc(Br)ccc1Cl
29: CC(Nc1nc(-c2cccc(Br)c2)cs1)c1nc2cc(Cl)c(N3CCCCC3)cc2n1CCOCCO (stereo not given)
30: CCOC(=O)C(CC)/C(C)=N/NC(=O)c1ccc([N+](=O)[O-])cc1 (stereo not given)
31: CCN1C(=O)c2cccc3c(Cl)ccc1c23
32: COc1ccccc1NC(=S)N1CCn2cccc2C1c1cccnc1 (stereo not given)

entry no.	25	26	27	28	29	30	31	32
RXFP1 agonist	2.4%	0.2%	-3.1%	-0.6%	-1.5%	2.1%	3.1%	0.2%
Apoferritin bind	-16%	-8%	-15%	56%[activator]	-8%	-13%	36%[activator]	-8%
D1 agonist	4	2	5	1	1	1	2	4
RXFP1 antag	-9	-7	-13	-7	nt	15	3	-3
TRHR enhancer	-4	4	3	-7	11	1	0	2
D2 PAM	-7	16	16	-8	-3	-12	-14	-4
D1 potentiator	2	-4	-2	-2	4	0	-4	-9
TRHR agonist	-1.2	0.5	0.2	0.5	0.7	-0.3	-0.2	-2.4
D1 antag	-9	-18	4	2	-5	5	4	-7

33: CC1(C)CC(=O)c2sc(NC(=O)CN3CCCCC3)nc2C1
34: Cc1ccc(NC(=O)CCNS(=O)(=O)c2ccc3c(c2)CCC(=O)N3)c(Br)c1
35: COc1ccc(N2CCN(C(=O)[C@@H]3CCCN3C3=NS(=O)(=O)c4ccccc43)CC2)cc1
36: COc1ccc(-n2c(=O)c3c(c4cc(OC)ccc4n3C)n(CCC(C)C)c2=O)cc1
37: Cn1nnc(NC(=O)c2cccc(OCc3ccccc3)c2)n1
38: Cc1noc(C)c1COc1ccc(C(=O)Nc2nnc(CC(C)C)s2)cc1
39: CC(C)C(c1nnnn1C1CCCCC1)N1CCN(C(=O)c2ccco2)CC1 (stereo not given)
40: COc1ccc(C(C)C)cc1S(=O)(=O)NCC1CCCO1 (stereo not given)

entry no.	33	34	35	36	37	38	39	40
RXFP1 agonist	-0.8%	3.1%	-3.7%	5.0%	0.0%	1.4%	1.8%	1.5%
Apoferritin bind	-18%	-12%	nt	35%[activator]	-10%	nt	2%	-7%
D1 agonist	1	3	2	0	0	12	3	1
RXFP1 antag	-16	-10	-6	nt	-2	-6	-6	8
TRHR enhancer	2	4	2	-4	-6	4	-3	-7
D2 PAM	8	4	12	5	2	-1	3	-8
D1 potentiator	-2	-10	4	3	-1	2	nt	-5
TRHR agonist	0.9	0.0	0.8	-0.5	-0.4	3.6	0.9	0.0
D1 antag	3	-9	-6	-5	-9	-2	6	4

41: COc1ccc(N2CC(C(=O)N3CCC(c4nc5ccccc5[nH]4)CC3)CC2=O)cc1 (stereo not given)
42: O=C(Cn1nc(-c2ccccc2)ccc1=O)N1CCCCC1
43: C/C(=C\C(=O)c1ccc(Br)cc1)Nc1ccc(Cl)cc1
44: COc1ccc(S(=O)(=O)NNC(=O)C2CC(c3cccnc3)=NO2)cc1 (stereo not given)
45: Cn1c(SCC(=O)n2c3c(c4ccccc42)CCCC3)nnc1-c1ccccc1
46: O=C(Nc1ccc(F)cc1)c1cc(S(=O)(=O)N2CCOCC2)cs1
47: CCC(=O)NCCn1c(C)cc2ccccc21
48: CCN(C(=O)CSc1nc2ccccc2n1Cc1cc(C)ccc1C)c1ccccc1
49: COc1cccc(/C=N/NC(=O)CSc2ccccc2C)c1OC
50: Fc1cccc(Nc2ncnc3sccc23)c1

entry no.	41	42	43	44	45	46	47	48	49	50
RXFP1 agonist	-0.1%	1.0%	-0.9%	2.8%	1.0%	-0.2%	2.3%	-2.1%	-1.8%	0.0%
Apoferritin bind	nt	?	-11%	-5%	-21%	-8%	1%	61%[activator]	-8%	-12%
D1 agonist	3	2	18	5	0	2	3	5	4	6
RXFP1 antag	-16	18	-14	-1	3	9	-13	nt	-14	12
TRHR enhancer	0	2	-3	-4	0	2	-5	2	0	4
D2 PAM	-5	9	-3	-6	-2	-2	9	-1	-33	-4
D1 potentiator	4	-4	-1	0	5	0	-14	1	-1	-2
TRHR agonist	-0.2	0.0	1.5	0.1	-0.1	-0.6	0.9	-1.5	1.0	1.7
D1 antag	15	-1	-16	1	2	-61*	-17	-3	-18	-18

Some of the compounds tested; rates above refer to the full screens.
